# Hsp70 displacement – small molecules displacing fluorescent ligand from Hsp70 – biochemical, fluorescence polarization, primary screen (AID 583) | Hsp70 fluorescence polarization probe displacement, mP; higher % means a stronger effect | displacement, % at 20 µM, or IC50 in µM where a hit was titrated | actives 0.06% (n = 140,000); in the data active = displacement above about 50%;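 note: plate controls were vehicle for no effect and reference ligand for full effect; a part of the inactive calls stands beside numbers as strong as those of hits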
# Rat MKP-3 inhibitors – MKP-3 phosphatase inhibitors, primary screen, biochemical, rat enzyme, in vitro (AID 425); recombinant MKP-3 phosphatase activity, fluorescence; higher % means a stronger effect; inhibition, % at 20 µM, or IC50 in µM where a hit was titrated; actives 0.17% (n = 110,000); in the data active = inhibition above about 50%;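 note: plate controls were vehicle for no effect and reference inhibitor for full effect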
# An asterisk follows results filed as active; nt = not tested or not shown; & = joins results of further samples. This is a subset (hit frequency here may not be typical).
Hsp70 displacement,Rat MKP-3 inhibitors,SMILES
8.3%,-0.7%,CCOC(=O)N1CCN(CC(O)COCC2=CCC3CC2C3(C)C)CC1 (configuration not stated)
-0.1%,nt,CCCCC(=O)Nc1ccc(C(=O)Nc2cccnc2)cc1
-1.1%,-0.1%,CCCC(=O)Nc1nnc(Cc2nnc(NC(=O)CCC)s2)s1
-0.9%,-1.0%,Cc1cccc(N2CCN(C(=O)c3cc4c(=O)[nH]c5ccccc5c4n3C)CC2)c1C
3.2%,3.5%,CC1(C)CC(=O)C2=C(C1)N=C1c3ccccc3C(=O)C1C2c1cccs1 (configuration not stated)
0.4%,-9.1%,CC1(C)N=C2C(=[N+]1[O-])CCC/C2=N\O
3.0%,3.6%,c1coc(CNc2c3c(nc4ncnn24)CCCC3)c1
4.1%,2.3%,CCCC(NC(=O)CNC(=O)C(C)(C)C)C(=O)O (configuration not stated)
-6.4%,1.9%,CCOc1ccc2c(c1)C(C)=CC(C)(C)N2C(=O)CN1C(=O)CCC1=O
-2.3%,-9.5%,COC(=O)Cc1c(C)nc2nc(-c3ccc(OC)cc3)[nH]n2c1=O
-1.2%,-6.8%,CC(C)=CC(=O)OCC(=O)Nc1ccc(F)cc1Cl
-4.0%,-0.7%,O=C(Nc1ccc([N+](=O)[O-])cc1O)C1CC1(c1ccccc1)c1ccccc1 (configuration not stated)
2.0%,0.1%,Cc1ccc2c(c1)N(CC(=O)N1CCc3ccccc3C1)C(=O)CO2
10.9%,-6.3%,O=C1C2CC=C(Cl)CC2C(=O)N1CCc1ccccc1 (configuration not stated)
25.4%,-0.3%,Cc1ccc(-n2[nH]c(C)c(C=Nc3ccc(N(C)C)cc3)c2=O)cc1C

# The final two entries of the section above are carried over, then new ones follow:
Hsp70 displacement,Rat MKP-3 inhibitors,SMILES
10.9%,-6.3%,O=C1C2CC=C(Cl)CC2C(=O)N1CCc1ccccc1 (configuration not stated)
25.4%,-0.3%,Cc1ccc(-n2[nH]c(C)c(C=Nc3ccc(N(C)C)cc3)c2=O)cc1C
-2.2%,nt,COc1cc(C=O)ccc1Oc1nnnn1-c1ccc(C(N)=O)cc1
4.9%,3.2%,CCOC(=O)C1=C(O)CSC1=Nc1ccc([N+](=O)[O-])cc1
-3.2%,nt,CCC(C)(C)n1nnnc1C(c1ccccc1)N1CCN(C2CCCC2)CC1 (configuration not stated)
nt,-7.0%,O=C(CCc1ccccc1)Nc1cc(Cl)ccc1O
7.2%,4.5%,CCc1ccccc1NC(=O)c1cnc2n(c1=O)CCS2
0.6%,nt,CCC(=O)c1ccc(OCC(O)CN2CCN(C(c3ccccc3)c3ccccc3)CC2)cc1 (configuration not stated)
-0.8%,-1.7%,O=C(O)CCC(=O)N(Cc1cccnc1)Cc1cccc(F)c1
0.6%,1.8%,COc1ccccc1C=C1C(=O)N(C)C(=O)N(C)C1=O
0.2%,-0.8%,CCOC(=O)c1ccc(-n2c(C)cc(/C=N/n3cnnc3)c2C)cc1
-2.8%,-8.6%,Cc1oc2nc(SCCCC(=O)NCCCO)nc(N)c2c1C
4.3%,nt,COc1ccc(OCCCC(=O)Oc2ccc(OC)cc2)cc1
1.6%,3.0%,Cc1cc(Br)ccc1N1C(=O)c2ccc(S(=O)(=O)c3ccc(C(=O)O)cc3)cc2C1=O
-3.1%,2.3%,COc1ccccc1C(=O)N1CCN(Cc2cccnc2)CC1
0.5%,3.5%,CCc1c(C)sc(NC(=O)C2C3C=CC(C3)C2C(=O)O)c1C(=O)OC(C)C (configuration not stated)
-32.7%,nt,Cn1cccc1/C=C1\CC(C(C)(C)C)C/C(=C\c2cccn2C)C1=O (configuration not stated)
nt,0.2%,NC(=O)CSc1cn(CCNC(=O)c2cccs2)c2ccccc12
0.4%,-1.0%,CCCCCCCCC(=O)N/N=C/c1ccsc1C
5.2%,4.6%,COc1cc(C(=O)Nc2ccc(O)cc2C(=O)O)ccc1OC(C)=O
-2.5%,4.5%,Cc1nc2oc(C(=O)c3ccc(Br)cc3)c(N)c2c2c1COC(C)(C)C2
4.1%,-8.0%,Cc1cc(SCC(N)=O)nc(SCC(=O)c2ccccc2)n1
7.3%,nt,Cc1nn(C)c(C(=O)Nc2ccc(S(=O)(=O)NC34CC5CC(CC(C5)C3)C4)cc2)c1Br
0.7%,nt,O=C1CC(N2CCN(Cc3ccc4c(c3)OCO4)CC2)C(=O)N1c1cccc(Cl)c1 (configuration not stated)
6.4%,0.6%,CCOc1ccccc1-n1c(COc2ccccc2)nnc1SCC(N)=O
-1.1%,5.9%,CN(C)S(=O)(=O)c1ccc(S(=O)(=O)N(CC(=O)Nc2ccccc2)CC2CCCO2)cc1 (configuration not stated)
2.3%,3.7%,Cc1cc(C)c(OCCCN2CCCC2)c(Cl)c1
-0.5%,-1.5%,Cn1c(SCC(N)=O)nnc1C1CCN(C(=O)NCc2ccccc2)CC1
-3.1%,-5.6%,O=C1C(Cl)=C(NCCc2ccccc2)C(=O)N1c1ccccc1
-0.5%,nt,O=S(=O)(NCc1ccc2c(c1)OCO2)c1ccc2oc3ccccc3c2c1
3.4%,-0.4%,Cc1cccc(N2C(=O)C(=O)/C(=C(\O)c3ccccc3)C2c2ccc([N+](=O)[O-])cc2)c1 (configuration not stated)
1.6%,-3.4%,O=C(Nc1ccc2nc(SCc3ccccc3)sc2c1)c1ccccc1
-0.8%,5.6%,Cc1ccccc1NC(=O)CC1SCCNC1=O (configuration not stated)
4.8%,-0.2%,CC1(C)Cc2ccccc2-c2nnc(-c3cccc(O)c3)n21
2.7%,-1.7%,COc1ccc(/C=C2/SC(=S)N(CC(=O)Nc3ccc(O)cc3)C2=O)cc1OC
-2.7%,nt,CCCCn1c(CN2CCN(c3cccc(Cl)c3)CC2)nc2c1c(=O)[nH]c(=O)n2C
4.0%,-3.0%,CCCCOC(C)n1ccc(=O)[nH]c1=O (configuration not stated)
2.5%,-9.1%,Cn1c(=O)n(CC(=O)OCc2ccccc2)c(=O)c2c1nc1n2CCCN1C1CCCCC1
-4.7%,1.9%,CC(=O)C1=C(Nc2ccccc2)CC(C)(O)C(C(C)=O)C1c1ccccc1F (configuration not stated)
-4.6%,-17.9%,CC1(C)CC(=O)c2cnn(-c3nc4ccccc4[nH]3)c2C1
4.0%&3.7%,-0.1%,Cc1cn(S(=O)(=O)c2ccc(Br)cc2)cn1
0.3%,0.9%,CCCOc1ccc(CSc2nncn2N)cc1
2.9%,0.0%,COc1cc(NC(=O)c2cc3nc(-c4cccs4)cc(C(F)(F)F)n3n2)cc([N+](=O)[O-])c1
3.7%,-4.1%,CC(C)c1nc(N2CCOCC2)c(C#N)c2c1CCC2
8.9%,0.5%,COc1ccccc1NC(=O)c1cc(-c2ccc(C)cc2C)nc2ccccc12
-3.0%,1.2%,O=C(c1ccc(Cl)cc1)c1ccc2c(c1)CCCO2
-3.1%,0.5%,O=C(NCc1cccnc1)C1CCCCN1S(=O)(=O)c1ccc(F)cc1 (configuration not stated)
14.7%,3.8%,NC(=O)CSc1nnc(COc2ccccc2)n1C1CCCCC1
5.7%,-3.5%,CCCCCCCNc1ccc(NC(=O)c2ccccc2)c2c1C(=O)c1ccccc1C2=O
2.3%,nt,CCOc1ccc(-n2c(N)c(C(=O)NCC3CCCO3)sc2=S)cc1 (configuration not stated)
0.7%,-11.6%,Cc1cccc(NC(=O)C23CCC(C)(/C(=N/O)C2)C3(C)C)c1 (configuration not stated)
-4.5%,-4.5%,Cn1c(=O)oc2cc(S(=O)(=O)NC3CCCCCCC3)ccc21
1.6%,-3.4%,Cc1nnc2n(Cc3ccccc3)c(=O)c3c4c(sc3n12)COC(C(C)C)C4 (configuration not stated)
0.7%,nt,Cc1c(O)ccc(-c2[nH]ncc2-c2nc3ccccc3s2)c1O
2.0%,0.1%,Cc1ccccc1CNC(=O)CN(c1cccc([N+](=O)[O-])c1)S(=O)(=O)c1ccccc1
3.2%&-3.2%,1.3%,COc1ccc2oc(=O)c(C(C)=O)cc2c1
7.3%,nt,CC1CCCCC1NCC(=O)Nc1ccccc1-c1ccccc1 (configuration not stated)
-6.5%,2.3%,CCOC(=O)c1c(C)oc2c(CN(C)C)c(Br)c(OC)c(O)c12
27.3%,17.7%,N=C1S/C(=C\c2ccc(-c3cccc(C(=O)O)c3)o2)C(=O)N1c1ccc2c(c1)OCO2
13.7%,nt,CC(C)Oc1ccc(C(=O)O)c(C(=O)O)c1
nt,-0.9%,Cc1ccc(C)c(-n2c(CNC(=O)c3ccco3)nnc2SCC(=O)Nc2nnc(C)s2)c1
-1.5%,5.1%,Cc1ccc(NC(=O)C2CCCN(S(=O)(=O)c3cnc[nH]3)C2)c(Br)c1 (configuration not stated)

# Remaining list, next part:
Hsp70 displacement,Rat MKP-3 inhibitors,SMILES
-2.3%,-6.1%,COC(=O)c1[nH]c2ccc(C)cc2c1NS(=O)(=O)c1ccc(F)cc1
1.8%,3.2%,Cc1ccc(Cn2c(=O)c3c(ncn3C)n(C)c2=O)cc1
0.2%,63.5%*,Cc1ccc(C)c(S(=O)(=O)/N=C2\C=CC(=O)c3ccccc32)c1
0.6%,-8.5%,CCOC(=O)C1=C(C)Nc2nc(C)nn2C1c1ccc(OCC)c(OC)c1 (configuration not stated)
-5.5%,2.9%,Cc1cc(C)c(C)c(OCCCCN2CCC(C)CC2)c1
0.4%,0.2%,ON=C(c1nc2ccccc2[nH]1)c1nc2ccccc2[nH]1
0.9%,-15.2%,O=C(Nc1ccc(Cl)cc1)NC1(C(=O)NCCCN2CCOCC2)CCCCC1
-2.7%,-8.8%,Cc1nc2sc(C(=O)O)c(N)c2c2c1COC(C)(C)C2
-2.8%,-15.7%,Cc1cc(NC(=O)CN2CCC(n3nnc4cc(C(F)(F)F)ccc43)CC2)no1
-0.1%,1.6%,COc1ccc(NC(=O)Cn2nc(C(F)(F)F)c(Cl)c2C)cc1OC
-3.0%,-5.1%,Cc1ccc(-c2nnc(N3CCN(C(=O)CN4C(=O)c5ccccc5C4=O)CC3)c3ccccc23)cc1
-1.0%,0.2%,COC(=O)C1(S(=O)(=O)C2(C(=O)OC)CCCC2)CCCC1
8.2%,-1.0%,O=C(c1ccc2snnc2c1)N1CCSCC1
3.1%,39.3%,NS(=O)(=O)c1ccc(-c2ccc(/C=c3/sc4nc5ccccc5n4c3=O)o2)cc1
nt,-3.2%,CCOC(=O)N1CCN(C(=O)CN2C(=O)CC(C)(C)S(=O)(=O)c3ccccc32)CC1
3.8%,-4.5%,COc1ccc(-n2nc(C(=O)N3CCC(C#N)CC3)c3c4ccccc4n(C)c3c2=O)cc1
3.7%,2.3%,CCOC(=O)c1ccc(NC(=O)C2CCN(S(=O)(=O)CC)CC2)cc1
nt,9.3%,O=C(On1c(-c2ccccc2)nc2ccccc2c1=O)c1ccco1
1.1%,nt,COc1ccc(CNS(=O)(=O)c2ccc3c(c2)CCN3C(=O)C2CC2)cc1
3.7%,3.3%,COc1ccccc1-c1nnc(NC(=O)c2ccc(S(=O)(=O)N(C)C)cc2)o1
-4.3%,4.5%,C#CCSc1nc2sc3c(c2c(=O)[nH]1)CCCC3
11.4%,-14.4%,CCOC(=O)Nc1cccc(NC(=O)c2cc(OC)cc(OC)c2)c1
-6.7%,-2.7%,NC(=O)C1CCN(C(=O)c2ccc(Cl)cc2)CC1
0.5%,1.1%,Cc1cc(C)c2oc(-c3ccc(NC(=O)c4cc5ccccc5oc4=O)cc3)nc2c1
4.9%,-13.7%,COc1ccc(F)cc1S(=O)(=O)Nc1ccc(C)cc1
-4.2%,1.2%,OC(COCc1ccccc1)CN1CCCC1 (configuration not stated)
6.6%,-0.6%,O=C(N/N=C\c1ccc(OC(=O)c2cccc3ccccc23)cc1)c1ccc(Br)cc1
-1.1%,4.3%,COc1cccc(C(=O)Nc2ccc(-c3cnc(-c4ccc(NC(=O)c5cccc(OC)c5)cc4)nc3)cc2)c1
-1.7%,-0.5%,CCOc1ccccc1Oc1c(C)oc2cc(OC(=O)N3CCOCC3)ccc2c1=O
3.3%,4.2%,COc1ccc(-n2nnnc2SCC(=O)Nc2nnc(C)s2)cc1OC

# Single records (already shown). Order of screens: Hsp70 displacement | Rat MKP-3 inhibitors
# Record of O=C(CCc1ccccc1)Nc1cc(Cl)ccc1O : nt | -7.0%
# Record of CCc1ccccc1NC(=O)c1cnc2n(c1=O)CCS2 : 7.2% | 4.5%

# More compounds.
Hsp70 displacement,Rat MKP-3 inhibitors,SMILES
4.4%,-5.6%,O=S(=O)(NCCNS(=O)(=O)c1cccs1)c1cccs1
-0.5%,-10.0%,O=C(CN1CCc2ccccc21)Nc1ccc2c(c1)OCO2
1.6%,13.6%,CCCCCCn1c(C(C)O)nc2ccccc21 (configuration not stated)
6.6%,-10.6%,COc1ccc(CCn2c(=N)c(C(=O)N3CCN(C)CC3)cc3c(=O)n4ccccc4nc32)cc1
1.3%,nt,CCNc1nc(NCC)nc(OCCOC(C)=O)n1
-0.3%,-3.2%,O=C1CCNc2c(Cl)cc(Cl)cc21
-0.3%,2.6%,COc1ccc(C(=O)NC2CCCCC2)cc1S(=O)(=O)N1CCOCC1
0.9%,nt,CS(=O)(=O)N1CCC(C(=O)Nc2ccc3c(c2)OCCO3)CC1
-7.9%,-2.4%,O=C(CSCC(=O)N1CCCCC1)OCC(=O)c1c[nH]c2ccccc12
0.5%,-5.4%,N#CCCSCc1ccc2oc(C(=O)O)cc2c1
6.2%,5.0%,CC(=O)c1ccc(N2CCN(C(=O)C3CCN(S(=O)(=O)Cc4ccccc4)CC3)CC2)cc1

# 5 neighbouring records already listed, quoted:
Hsp70 displacement,Rat MKP-3 inhibitors,SMILES
-0.3%,2.6%,COc1ccc(C(=O)NC2CCCCC2)cc1S(=O)(=O)N1CCOCC1
0.9%,nt,CS(=O)(=O)N1CCC(C(=O)Nc2ccc3c(c2)OCCO3)CC1
-7.9%,-2.4%,O=C(CSCC(=O)N1CCCCC1)OCC(=O)c1c[nH]c2ccccc12
0.5%,-5.4%,N#CCCSCc1ccc2oc(C(=O)O)cc2c1
6.2%,5.0%,CC(=O)c1ccc(N2CCN(C(=O)C3CCN(S(=O)(=O)Cc4ccccc4)CC3)CC2)cc1
